CXCR6 block – inhibitors of human CXCR6 receptor; O00574; CHO-K1 PathHunter CXCR6 beta-arrestin, luminescence; inhibition, % at 20 µM; hit rate 0.36% among 360,000; in the data active = inhibition above about 34%, passing the limit was not always enough;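 also: antagonist mode with CXCL16 agonist at 10 nM final; 0% = 10 nM CXCL16 with DMSO and 100% = unstimulated wells without agonist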
UBC13 inh – blocks human UBC13 polyubiquitin chain formation | P61088 | TR-FRET | inhibition, % at 20 µM | hit rate 0.47% among 330,000; in the data active = inhibition above about 45%, passing the limit was not always enough; inconclusive = no clear call, values can overlap the other calls
Gli-Sufu antag – blocks Gli-Sufu signaling in a luciferase reporter. Sufu-KO-LIGHT fibroblasts, Gli luciferase reporter luminescence. inhibition, % at 5 µM. hit rate 0.74% among 340,000. AID 588413;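 active = inhibition above about 55%, limit read from the data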;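 also: 0% = DMSO-treated cells and 100% = wells with medium but no cells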
APJ antag – APJ receptor antagonism. hit rate 0.32% among 330,000. P35414. CHO-K1 APJ beta-arrestin complementation, luminescence. inhibition, % at 20 µM;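 active = inhibition above about 40% at 20 µM, limit read from the data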;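 also: cells challenged with 10 nM apelin-13 agonist together with compound; plate controls were apelin-13 plus DMSO wells for no effect and DMSO wells lacking apelin-13 for full effect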
Target sequence (P35414 whole entry, looked up): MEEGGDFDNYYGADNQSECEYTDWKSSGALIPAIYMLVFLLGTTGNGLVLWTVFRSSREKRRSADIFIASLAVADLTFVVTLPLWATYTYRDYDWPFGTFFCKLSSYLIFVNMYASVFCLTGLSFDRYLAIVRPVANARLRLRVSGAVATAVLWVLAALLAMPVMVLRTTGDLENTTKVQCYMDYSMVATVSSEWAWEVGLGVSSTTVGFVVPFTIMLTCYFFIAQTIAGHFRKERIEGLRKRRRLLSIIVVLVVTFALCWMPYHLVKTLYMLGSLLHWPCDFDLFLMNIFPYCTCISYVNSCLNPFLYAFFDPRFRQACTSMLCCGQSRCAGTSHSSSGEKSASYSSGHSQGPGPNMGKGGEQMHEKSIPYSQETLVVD
APJ ag – APJ receptor agonism; activation, % at 20 µM; CHO-K1 APJ PathHunter beta-arrestin, luminescence; 0% DMSO wells, 100% apelin; hit rate 0.11% among 330,000; P35414;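 active = activation more than six SD over the plate average, tested at 20 µM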;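 also: 0% = DMSO alone and 100% = apelin-13 at 10 nM; some results filed as inactive read as strong as hits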
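Assay system: CHO-K1 cells stably expressing ProLink-tagged human APJ and arrestin–beta-gal acceptor. Compound dosing: 20 µM single point, 1% DMSO. Times: 16-18 h seeding, 90 min dark compound exposure, 60 min detection. Detection: beta-gal luminescence. Evaluation: APJ–arrestin association signal. Controls: negative DMSO alone, positive Apelin-13 at 10 nM.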
ATG4B inhibitor – blocks human ATG4B protease cleavage of LC3 substrate | ATG4B cleavage of LC3-PLA2, NBD-HPC fluorescence, 1 h | inhibition, % at 8.33 µM | Q9Y4P1 | hit rate 0.51% among 340,000; in the data active = inhibition above about 40%
EBI2 antag – antagonists of human EBI2 receptor; P32249; EBI2 beta-arrestin recruitment, luminescence, 7a,25-OHC stimulated; inhibition, % at 5 µM; AID 651636; hit rate 0.81% among 360,000; in the data active = inhibition above about 38%;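 also: enzyme fragment complementation signal reports receptor beta-arrestin coupling in cells; 0% = agonist plus DMSO wells and 100% = wells without agonist; some results beyond the cut were filed as inactive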
Target sequence (P32249 whole entry, looked up, the tested form may be a part): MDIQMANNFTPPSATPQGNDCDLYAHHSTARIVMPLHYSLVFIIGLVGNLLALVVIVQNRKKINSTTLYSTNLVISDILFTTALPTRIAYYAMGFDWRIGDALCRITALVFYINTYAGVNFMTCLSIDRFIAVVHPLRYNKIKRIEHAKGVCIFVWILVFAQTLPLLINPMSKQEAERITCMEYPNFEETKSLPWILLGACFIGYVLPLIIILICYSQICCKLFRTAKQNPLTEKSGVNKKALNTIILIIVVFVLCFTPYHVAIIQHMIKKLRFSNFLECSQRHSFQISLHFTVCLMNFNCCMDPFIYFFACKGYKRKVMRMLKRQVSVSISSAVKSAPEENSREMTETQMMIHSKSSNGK
CCR6 antag – antagonists of human CCR6 receptor. P51684. CHO-K1 CCR6 PathHunter beta-arrestin, luminescence, CCL20-stimulated. inhibition, % at 20 µM. hit rate 0.49% among 340,000;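 active = compounds whose inhibition of the agonist-driven luminescence signal at 20 µM reaches about 50%, limit read from the data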;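 also: cells stimulated with CCL20 at 14 nM final; plate controls were DMSO with CCL20 for no effect and DMSO without agonist for full effect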
Target sequence (P51684 whole entry, looked up): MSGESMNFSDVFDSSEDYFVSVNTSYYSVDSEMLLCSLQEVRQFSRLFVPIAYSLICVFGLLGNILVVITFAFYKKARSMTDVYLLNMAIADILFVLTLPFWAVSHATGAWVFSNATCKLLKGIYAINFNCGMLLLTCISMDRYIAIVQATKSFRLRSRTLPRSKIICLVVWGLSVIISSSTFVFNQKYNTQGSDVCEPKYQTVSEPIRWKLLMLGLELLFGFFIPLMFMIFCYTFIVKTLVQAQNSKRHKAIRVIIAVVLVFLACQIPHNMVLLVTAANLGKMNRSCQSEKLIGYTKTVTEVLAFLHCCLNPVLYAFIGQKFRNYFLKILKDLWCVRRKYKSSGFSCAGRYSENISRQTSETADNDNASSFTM
* = called active by the depositor; ? = inconclusive; nt = not tested or not shown; & = joins results of further samples. No enrichment for hits, and some 3% of all compounds hit somewhere here.

Start of the data: the first 3 compounds (preview)
| smiles | CXCR6 block | UBC13 inh | Gli-Sufu antag | APJ antag | APJ ag | ATG4B inhibitor | EBI2 antag | CCR6 antag |
| --- | --- | --- | --- | --- | --- | --- | --- | --- |
| O=C1C(Cc2ccccc2)Nc2ncnc(N3CCOCC3)c2N1Cc1ccc(Cl)cc1 (stereo not drawn) | 21&30 | 0 | 2 | 20 | -12 | -10 | -14&11 | 40 |
| CCC(=O)OCCNc1cc(Sc2nccn2C)c2nonc2c1[N+](=O)[O-] | 102* | nt | -2 | nt | nt | -3 | 53* | 112* |
| N#CC1(NC(=O)CSc2nc3ccc([N+](=O)[O-])cc3s2)CCCCC1 | -13 | -5 | 7 | 5 | 10 | -6 | -11 | 8 |

Results, from the first entry:
| smiles | CXCR6 block | UBC13 inh | Gli-Sufu antag | APJ antag | APJ ag | ATG4B inhibitor | EBI2 antag | CCR6 antag |
| --- | --- | --- | --- | --- | --- | --- | --- | --- |
| O=C1C(Cc2ccccc2)Nc2ncnc(N3CCOCC3)c2N1Cc1ccc(Cl)cc1 (stereo not drawn) | 21&30 | 0 | 2 | 20 | -12 | -10 | -14&11 | 40 |
| CCC(=O)OCCNc1cc(Sc2nccn2C)c2nonc2c1[N+](=O)[O-] | 102* | nt | -2 | nt | nt | -3 | 53* | 112* |
| N#CC1(NC(=O)CSc2nc3ccc([N+](=O)[O-])cc3s2)CCCCC1 | -13 | -5 | 7 | 5 | 10 | -6 | -11 | 8 |
| O=C1CC(N2CCSCC2)C(=O)N1c1ccccc1 (stereo not drawn) | -4 | 0 | 7 | 1 | 0 | 5 | 1 | 9 |
| CCOc1ccc(OCC)c(NS(=O)(=O)c2ccc3c(c2)CCN3C(=O)C2CCC2)c1 | 2 | -2 | 13 | 6 | -7 | -11 | 14 | 22 |
| O=C(Cn1cnc2c(oc3ccccc32)c1=O)N1CCCc2ccccc21 | 2 | -6 | -2 | 7 | -2 | -14 | 0 | -1 |
| Cc1cc(Cl)ccc1OCCCC(=O)Nc1ccc(S(=O)(=O)Nc2ncccn2)cc1 | 10 | -12 | 25 | 16 | -3 | 3 | 3 | -3 |
| Cc1cc(C(F)(F)F)nn1CC(=O)NNC(=S)Nc1cccc(Cl)c1 | 6 | 0 | 1 | 18 | -7 | 5 | -5 | 20 |
| COc1ccccc1S(=O)(=O)Nc1ccc2nc(C)sc2c1 | -3 | -7 | -10 | -28 | 1 | -3 | -12 | 4 |
| CC(C)[C@H]1CN(C)CCN1Cc1cn(C)nc1-c1cccc(Cl)c1 | 4 | 2 | 0 | 10 | -4 | 7 | -3 | 2 |
| CCOc1ccc(S(=O)(=O)N2CCOCC2)cc1NC(=O)CN1C(=O)NC(C)(c2ccc(C)cc2)C1=O (stereo not drawn) | 1 | 8 | 6 | 17 | -5 | 2 | -2 | 8 |
| CCCCN(CCCNC(=O)Cn1nc(CC)n2c(cc3sc(C)cc32)c1=O)Cc1ccccc1 | 3 | -7 | 38 | 7 | -4 | 0 | 17 | 3 |
| O=C1Nc2ccccc2S/C1=C/Nc1cccc(Cl)c1 | -10 | 4 | -82 | -60 | 7 | -8 | 1 | 1 |
| COc1cc(-c2csc(NC3CCCCC3)n2)cc(OC)c1OC | 9 | 1 | 12 | 22 | -4 | 10 | 2 | 21 |
| CCOC(=O)N1CCN(C(=O)Cc2c(C(=O)O)n(C)c3ccccc23)CC1 | 3 | 9 | 43 | -8 | -2 | 8 | -4 | 0 |
| COc1cc(Cn2c(=O)oc3ccc(C)cc32)ccc1OC(C)C | -1 | 8 | 3 | 18 | 1 | 2 | 8 | 11 |
| CCCN(C(=O)c1ccc(OCC(C)C)cc1)c1c(N)n(Cc2ccccc2)c(=O)[nH]c1=O | 4 | -1 | -6 | 7 | 5 | 2 | -5 | 8 |
| COc1ccccc1C(=O)OCc1nc(N)nc(Nc2ccccc2C)n1 | 4 | 4 | 7 | 7 | -4 | 3 | -3 | 6 |
| CNc1nc(-c2ccc3c(c2)CCN3C(=O)c2cccc(F)c2)cs1 | 0 | -18 | -104 | -11 | -3 | -1 | -4 | 15 |
| COc1ccc2c(c1)CCN1C2CCN2C(=O)CCC21 (stereo not drawn) | -8 | 1 | -7 | 4 | -3 | 1 | -1 | 3 |
| O=C(COC(=O)c1cccc(S(=O)(=O)N2CCOCC2)c1)NCCc1ccccc1 | -3 | 0 | -3 | 14 | 0 | -2 | -1 | 1 |
| O=C(CNS(=O)(=O)c1cccs1)N1CCc2ccccc2C1 | 6 | -2 | -26 | 13 | 0 | 12 | 4 | 7 |
| Clc1ccc(/C=C/c2ncc3ccccn23)cc1 | 7 | 0 | -64 | -20 | 1 | 0 | 21 | 1 |
| CC(=O)N1CCN(CC(O)COc2ccc(OCc3ccccc3)cc2)CC1 (stereo not drawn) | 2 | -5 | 1 | 9 | 2 | -4 | -2 | -2 |
| COc1ccc(C(=O)NC2CCN(S(=O)(=O)c3ccccc3)CC2)cc1 | -1 | -5 | 2 | 3 | 5 | -1 | 12 | 6 |
| O=C(Nc1ccccc1)c1cc2ccccc2c(=O)s1 | -5 | -4 | -4 | -11 | 1 | -6 | 5 | 11 |
| Cc1cc(C(=O)N/N=C/c2ccc(O)c(O)c2O)c(C)n1-c1ccccc1 | 5 | nt | -2 | nt | nt | -1 | -6 | 8 |
| COCCCNC(=O)Cn1nc(-c2ccc(C)cc2)ccc1=O | -4 | 5 | -1 | 6 | 3 | -1 | -5 | 0 |
| CCCOC(=O)C1=C(C)OC23OC(N)=C(C#N)C12C(=O)c1ccccc13 (stereo not drawn) | 1 | -13 | 3 | -6 | -3 | -8 | -15 | -9 |
| COc1cc(CN(CCN(C)C)Cc2ccccc2)ccc1OCc1ccccc1 | 2 | 20 | 20 | 23 | -4 | 3 | -1 | 25 |
| COc1cccc(C2=NN(C(=O)c3cccs3)C(O)(C(F)(F)F)C2)c1 (stereo not drawn) | 3 | 20 | -14 | 21 | -5 | 4 | -15 | 10 |
| NC(=O)C1CCN(C(=O)CNC(=O)c2ccccc2)CC1 | -10 | 6 | -4 | 16 | -4 | 4 | -1 | 3 |
| O=C(CCC(=O)Nc1ccc(F)cc1)N/N=C/c1cc([N+](=O)[O-])ccc1O | 11 | -26 | 6 | 21 | -9 | -9 | -4 | 62* |
| Cn1c(-c2ccccc2)cnc1SCC(=O)NCc1ccco1 | -1 | 7 | -1 | 26 | -1 | 0 | 1 | -1 |
| Cc1ccc2sc(N(CCCN(C)C)C(=O)CCS(=O)(=O)c3ccccc3)nc2c1C | 14 | 11 | 0 | 21 | 0 | -2 | 18 | 36 |
| COc1cc(OC)cc(C(=O)N[C@H](C(=O)OCC(N)=O)C(C)C)c1 | -8 | 6 | -3 | 0 | -1 | -8 | -9 | -5 |
| O=C(CN1CCN(c2cccc(Cl)c2)CC1)NCc1ccccc1 | -1 | 2 | -2 | -6 | 2 | 3 | -4 | 6 |
| Nc1c(C(=O)c2cccs2)oc2ccccc12 | 0 | -15 | 0 | 14 | -4 | 9 | 4 | -2 |
| CC(C)(C)C(=O)NCCN1CCN(C(=O)C(C)(C)C)CC1 | 4 | 0 | 4 | -6 | 4 | 2 | 8 | 3 |
| O=C(Nc1cc(S(=O)(=O)N2CCCCC2)ccc1N1CCOCC1)c1cc(=O)[nH]c2ccccc12 | 1 | -5 | 2 | -5 | 0 | 5 | -9 | 3 |
| Cc1ccc(C(=O)N2CCN(Cc3ccc4c(c3)OCO4)CC2)cc1C | -8 | -3 | 7 | 2 | 0 | -5 | 3 | 14 |
| CCOP(=O)(OCC)C(C)(C)NC(=O)Nc1ccc(Cl)c(Cl)c1 | -2 | 1 | -4 | 0 | 2 | 3 | 5 | 16 |
| C[C@H](CO)N1C[C@H](C)[C@@H](CN(C)C(=O)Nc2ccc(C(F)(F)F)cc2)Oc2ccc(NS(=O)(=O)c3ccc(F)cc3)cc2C1=O | 5 | 2 | 2 | -4 | -3 | -10 | 10 | 9 |
| OC(c1cccs1)c1nccc2ccccc12 (stereo not drawn) | -9 | -4 | 6 | -21 | -2 | -7 | 1 | 11 |
| O=C(CSc1nncn1-c1ccccc1)NC1CCCCC1 | -6 | -4 | -19 | -3 | -4 | 1 | -2 | -2 |
| CC1CCN(C(=O)CSCc2ccc(Cl)cc2)CC1 | -2 | 4 | -63 | -9 | -3 | 2 | -2 | 8 |
| Cc1ccc(S(=O)(=O)N2CCOCC2)cc1C(=O)Nc1c(C)n(C)n(-c2ccccc2)c1=O | -8 | -7 | 1 | 9 | 0 | -2 | -3 | 1 |
| CCOc1ccc(NC(=O)CSc2nc(=O)n(CCCN3CCOCC3)c3c2CCC3)cc1 | 7 | 2 | 10 | 13 | -5 | -8 | -2 | 12 |
| Cc1cccc(NC(=O)CSc2ncnc3c2oc2ccccc23)c1 | 3 | -16 | -1 | -45 | 2 | 0 | 0 | 17 |
| Cc1ccn2c(NC3CCCC3)c(-c3ccccn3)nc2c1 | 21 | 34 | 12 | 33 | -2 | 7 | 15 | 17 |

Single entries from the list:
Under APJ antag, CC(C)(C)C(=O)NCCN1CCN(C(=O)C(C)(C)C)CC1 has -6
Under Gli-Sufu antag, Cc1cc(C(=O)N/N=C/c2ccc(O)c(O)c2O)c(C)n1-c1ccccc1 has -2
Under APJ antag, O=C(Nc1cc(S(=O)(=O)N2CCCCC2)ccc1N1CCOCC1)c1cc(=O)[nH]c2ccccc12 has -5
Under CXCR6 block, C[C@H](CO)N1C[C@H](C)[C@@H](CN(C)C(=O)Nc2ccc(C(F)(F)F)cc2)Oc2ccc(NS(=O)(=O)c3ccc(F)cc3)cc2C1=O has 5
Under EBI2 antag, COc1cccc(C2=NN(C(=O)c3cccs3)C(O)(C(F)(F)F)C2)c1 (stereo not drawn) has -15
Under CXCR6 block, Cc1cccc(NC(=O)CSc2ncnc3c2oc2ccccc23)c1 has 3
Under EBI2 antag, Nc1c(C(=O)c2cccs2)oc2ccccc12 has 4

Other results follow:
| smiles | CXCR6 block | UBC13 inh | Gli-Sufu antag | APJ antag | APJ ag | ATG4B inhibitor | EBI2 antag | CCR6 antag |
| --- | --- | --- | --- | --- | --- | --- | --- | --- |
| O=C(NCC1CCCO1)c1ccccc1 (stereo not drawn) | 0 | 4 | 1 | -8 | 1 | -11 | -6 | 2 |
| C[N+]12CCCCC1C(COC(=O)c1ccc3c(c1)OCO3)CCC2 (stereo not drawn) | -5 | 7 | -1 | 6 | -2 | -6 | -6 | 3 |
| O=C(CCS(=O)(=O)c1ccccc1)Nc1nc2cc3c(cc2s1)OCCO3 | -7 | 0 | -26 | -4 | 3 | -19 | 1 | -2 |
| COc1ccc(CCNC(=O)CCS(=O)(=O)c2ccc3c(c2)NC(=O)CO3)cc1OC | -12 | -6 | 25 | -45 | -3 | 2 | -9 | 8 |
| S=C(Nc1cccc2ccccc12)NN1CCCCCC1 | -9 | nt | 12 | nt | nt | -14 | 0 | -3 |
| CNC(=O)CS(=O)CC(=O)Nc1cc(OCCOC)c(Cl)cc1Cl (stereo not drawn) | 1 | -6 | 3 | -6 | -2 | -10 | 0 | 11 |
| O=C(COC(=O)c1ccco1)NCc1ccc(Cl)cc1 | 0 | -1 | 0 | 10 | -4 | 3 | -2 | 6 |
| COC(=O)c1c(Oc2nc(OC)cc(OC)n2)cccc1Oc1nc(OC)cc(OC)n1 | -4 | -6 | -2 | 1 | 1 | -6 | 8 | -2 |
| Cc1ccc(S(=O)(=O)CC(=O)c2ccccc2)cc1 | -1 | 5 | -34 | 5 | 0 | 13 | -4 | -1 |
| Cc1cc(OCC#N)nc(N)n1 | -4 | 4 | -1 | 14 | -5 | -9 | -9 | 4 |
| COC(=O)Nc1ccc(C)c2nsnc12 | -2 | 7 | 17 | -6 | -5 | -11 | 4 | 5 |
| CN(C)c1nc(-c2cccs2)cc(C(F)(F)F)c1C#N | 6 | ? | -10 | 13 | -6 | 2 | 0 | 6 |
| Cc1ccccc1/C=N/n1c(-c2cc(-c3ccccc3)n[nH]2)n[nH]c1=S | 6 | -12 | 4 | 17 | 3 | -8 | 24 | 18 |
| COc1ccc(Br)cc1CNC(=O)C1CCN(S(=O)(=O)N2CCCCC2)CC1 | 4 | -3 | -4 | -16 | -4 | 14 | 1 | 12 |
